D2 potentiator: positively modulates the human D2 dopamine receptor allosterically; P14416; HEK293 T-REx D2, calcium flux, EC20 dopamine potentiation; AID 485347; potentiation, % at 10 µM; 340,000 tested, 0.34% active;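 active means potentiation over 3 SD above the plate norm, cut at about 30% in these data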; further: 0% is about no effect
Target sequence (P14416 whole entry, looked up): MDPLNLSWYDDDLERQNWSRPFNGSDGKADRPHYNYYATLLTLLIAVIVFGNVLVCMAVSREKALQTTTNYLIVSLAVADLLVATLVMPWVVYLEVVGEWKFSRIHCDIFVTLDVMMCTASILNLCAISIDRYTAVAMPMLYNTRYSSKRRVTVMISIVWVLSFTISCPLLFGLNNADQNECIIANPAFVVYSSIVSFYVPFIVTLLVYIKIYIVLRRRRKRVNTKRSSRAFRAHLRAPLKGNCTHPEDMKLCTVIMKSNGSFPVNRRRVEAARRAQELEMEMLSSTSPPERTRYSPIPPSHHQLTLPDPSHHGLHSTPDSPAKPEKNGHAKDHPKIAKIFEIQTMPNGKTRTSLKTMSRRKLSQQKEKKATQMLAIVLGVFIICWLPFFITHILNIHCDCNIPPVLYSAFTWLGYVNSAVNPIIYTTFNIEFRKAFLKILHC
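Primary screen. Calcium kinetics in induced HEK293 T-REx D2 cells: compound pre-addition 180 s, EC20 dopamine, 180 s more.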
D1 agonist: agonists of human D1 dopamine receptor; P21728; HEK293 T-REx D1 cells, calcium flux, agonist mode; activation, % at 2 µM; 360,000 tested, 1% active; AID 504660; further: 0% is about no effect
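Agonism was scored from calcium flux recorded over 180 s (1 read/s) after pintool compound addition, following a 10-cycle baseline. Cells were inducible force-coupled HEK293 TREx D1, plated overnight at 30 C and loaded with no-wash calcium dye.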
TRHR agonist: agonists of human TRH receptor. AID 493084. activation, % at 2 µM. 360,000 tested, 0.18% active. TRHR cells, calcium flux fluo-8, FDSS agonist mode. P34981; further: 0% is about no effect
Target sequence (P34981 whole entry, looked up): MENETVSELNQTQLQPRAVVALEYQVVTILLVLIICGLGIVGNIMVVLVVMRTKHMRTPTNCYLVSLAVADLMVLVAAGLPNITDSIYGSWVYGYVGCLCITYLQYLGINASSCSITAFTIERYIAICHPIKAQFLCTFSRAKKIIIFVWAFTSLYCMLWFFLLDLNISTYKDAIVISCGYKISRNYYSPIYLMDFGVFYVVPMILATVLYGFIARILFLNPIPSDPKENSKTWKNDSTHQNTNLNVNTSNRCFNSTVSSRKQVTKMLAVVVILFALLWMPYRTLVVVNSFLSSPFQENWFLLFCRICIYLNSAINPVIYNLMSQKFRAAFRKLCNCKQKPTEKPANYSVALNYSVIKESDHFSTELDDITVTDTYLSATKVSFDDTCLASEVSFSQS
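Fluo-8-loaded TRHR cells; 10 s baseline, compound added, kinetic Ca2+ fluorescence read 1/s, agonist mode.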
RXFP1 antag: blocks the human relaxin receptor RXFP1. activity change, negative = inhibition, % at 57.5 µM. Q9HBX9. 350,000 tested, 0.59% active. HEK293-RXFP1, relaxin-stimulated cAMP HTRF, 30 min; hits give low values;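 active means activity change of -60% or lower, but not beyond a set lower limit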; further: on the % scale 0 is the no-effect control and ±100 the full control effect
D2 antag: D2 dopamine receptor (human) antagonism. 340,000 tested, 2% active. HEK293 TREx D2 cells, calcium flux, dopamine EC80. AID 485344. inhibition, % at 10 µM; in the data active means inhibition above about 30%; further: 0% is about no effect
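Read-out: kinetic calcium fluorescence (1 cycle/s) in inducible HEK293 T-REx D2 cells after an EC80 dopamine addition that followed 180 s compound preincubation. Loss of the dopamine response indicates antagonism.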
TRHR enhancer: TRH receptor (human) allosteric enhancement. P34981. TRHR cells, fluo-8 calcium fluorescence, EC20 TRH enhancement. enhancement, % at 2 µM. 360,000 tested, 0.66% active. AID 493056; in the data active means enhancement above about 30%; further: 0% is about no effect
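Enhancer read-out: after compound pinning and an initial kinetic agonist-mode read, an EC20 of TRH (10 nM final) was injected and fluo-8 calcium signal (Ex 480/Em 530) followed at 1 s/cycle for 100 cycles in TRHR-expressing cells.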
D1 antag: antagonists of human D1 dopamine receptor | HEK293 TREx D1 cells, calcium flux, dopamine EC80; hits give low values | activity change, negative = inhibition, % at 10 µM | AID 504652 | 360,000 tested, 3.2% active; in the data active means activity change below about -30%; further: on the % scale 0 is the no-effect control and ±100 the full control effect
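Tetracycline-induced HEK293 T-REx cells with force-coupled D1 receptor were loaded with a no-wash calcium dye. Compound was added after a 10 s baseline and read kinetically for 180 s; EC80 dopamine was then added and calcium flux followed another 180 s.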
D1 potentiator: enhances dopamine response at the human D1 receptor. P21728. potentiation, % at 10 µM. HEK293 TREx D1 cells, calcium flux, dopamine EC20 potentiation. 360,000 tested, 0.036% active; in the data active means potentiation above about 30%; further: 0% is about no effect
D2 agonist: agonists of human D2 dopamine receptor; activation, % at 2 µM; 340,000 tested, 0.53% active; P14416; HEK293 T-REx D2 cells, calcium flux agonist mode;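 active means activation over 3 SD above normal in the single-dose calcium agonist read, cut at about 30% in these data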; further: 0% is about no effect
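Tetracycline-induced HEK293 T-REx cells with force-coupled D2 receptor, plated overnight at 30 C, loaded with no-wash calcium dye. After a 10 s baseline, compound was pin-added and calcium flux read kinetically for 180 s; calcium rises flagged agonists.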
The depositor's hits bear a star; nt = not tested or not shown. Unless noted, no stated cut-off is given here; in the data, active means activation above about 30%; inactive means the rest.

SMILES | D2 potentiator | D1 agonist | TRHR agonist | RXFP1 antag | D2 antag | TRHR enhancer | D1 antag | D1 potentiator | D2 agonist
Cc1ccc(OCCNC(=O)CNC(=O)c2ccc(C)c(C)c2)cc1 | 0 | 1 | 0.5 | 1 | -9 | -5 | -14 | -3 | 0.8
CCOC(=O)c1c(C)[nH]c(C(=O)OCc2ccccc2)c1C | -3 | 6 | -1.3 | -11 | -4 | -4 | -3 | 6 | 0.7
COc1ccc(Br)cc1CNCc1c(C(=O)O)c(C)n(Cc2ccccc2C)c1C | 4 | 2 | 1.0 | -9 | nt | -4 | 2 | -1 | -0.1
Cc1ccc(SCn2nnc3ccccc3c2=O)c(C)c1 | -25 | 6 | 0.3 | -17 | 7 | -4 | -9 | -2 | 0.3
COc1ccc(CN2CCC(=O)N([C@H](CO)Cc3ccccc3)CC2)cc1 | 1 | 2 | 0.6 | nt | -10 | 1 | 0 | -8 | 0.1
COc1cccc(C(=O)NNC(=O)CCC(=O)O)c1 | -6 | 3 | 1.1 | 11 | -11 | 7 | 3 | -1 | 2.0
COc1cc(Cl)c(C)cc1Nc1nc2ccccc2n2cnnc12 | 12 | 1 | -0.7 | nt | nt | 6 | -13 | 0 | -0.7
CC(C)c1nnc(NC(=O)CCCCCN2C(=O)C3C4C=CC(C4)C3C2=O)s1 (configuration not stated) | -2 | 2 | -0.1 | nt | 1 | 4 | -1 | 0 | 0.5
CN(C)CCNc1ccc(-c2n[nH]c(=O)c3ccccc23)cc1[N+](=O)[O-] | 10 | 3 | 0.3 | 5 | 9 | 9 | -11 | -1 | -0.4
CC(C)CC(C(=O)OCC(=O)Nc1ncc(Cl)cc1Cl)N1C(=O)c2ccccc2C1=O (configuration not stated) | 1 | 2 | -0.4 | -9 | 12 | 23 | 15 | -2 | 0.4
CCN1CCN(c2sc(S(C)(=O)=O)nc2S(=O)(=O)c2ccc(C)cc2)CC1 | -11 | 0 | 0.2 | -11 | 2 | -1 | 4 | -2 | 0.6
CCC(C)[C@H](NC(=O)Nc1ccccc1F)C(=O)O (some centres not stated) | nt | 2 | 0.1 | 1 | nt | -1 | 9 | 1 | nt
CCOc1cc(N2CCOCC2)c(OCC)cc1NC(=O)CSc1n[nH]c(N)n1 | 5 | 4 | -1.1 | -12 | -4 | 1 | 1 | 2 | 0.1
CCOC(=O)N1CCC(NC(=O)C2CCCN(C(=O)N3CCOc4ccccc43)C2)CC1 (configuration not stated) | -1 | -1 | 0.0 | -1 | -9 | 3 | -3 | 0 | 0.2
CCOc1ccc(NC(=O)C2CCCN(S(=O)(=O)c3c(C)n[nH]c3C)C2)cc1 (configuration not stated) | 11 | 1 | 0.0 | nt | -4 | 0 | 8 | 1 | 0.6
CCOC(=O)c1nc(NCc2ccccc2F)c2ccccc2n1 | -1 | 2 | -0.6 | -11 | 3 | -6 | 13 | -2 | -0.7
CCN(CC)S(=O)(=O)c1ccc(C(=O)OCC(=O)NCc2ccco2)cc1 | -6 | 11 | -0.3 | -1 | 1 | -3 | -16 | 0 | 4.3
Cc1ccc(N(C(=O)c2sc(C)nc2C)C(C(=O)NC(C)(C)C)c2ccncc2)cc1 (configuration not stated) | 4 | 0 | 0.0 | 0 | 11 | 6 | 2 | -4 | 0.0
O=C(NCCC1CCCCN1S(=O)(=O)c1ccccc1)C(=O)NCCN1CCOCC1 (configuration not stated) | -1 | 2 | 0.1 | -10 | 0 | 1 | 4 | -4 | 0.6
CCCn1c(=S)[nH]c2cc(C(=O)N(CCO)Cc3ccccc3)ccc2c1=O | -5 | 1 | -0.2 | -75* | 27 | -5 | 44 | 0 | 0.7
c1ccc2c(-n3cnnn3)cccc2c1 | 3 | 0 | 0.2 | 9 | 3 | -4 | -24 | -6 | 0.1
CCn1c(COc2ccc(=O)n(-c3ccccc3)n2)nnc1SC | -7 | 1 | 0.3 | 0 | 10 | 22 | 5 | -3 | 1.2
O=C(CN1CCN(c2ccccn2)CC1)Nc1ccccc1Br | -21 | 4 | -1.1 | 2 | 38* | -9 | 3 | -1 | 47*
CCC(C)NC(=O)c1ccc(CS(=O)(=O)Cc2ccc(Cl)cc2)o1 (configuration not stated) | -6 | 5 | 0.4 | -13 | 6 | -5 | 3 | -1 | 0.4
COc1ccc(CN2C(=O)CS/C2=N/N=C/c2cccs2)cc1 | 1 | 9 | 0.7 | -6 | -4 | 0 | -28 | -4 | -1.0
SMILES | D2 potentiator | D1 agonist | TRHR agonist | RXFP1 antag | D2 antag | TRHR enhancer | D1 antag | D1 potentiator | D2 agonist
Cc1ccc2nc(-c3cccc(N)c3)oc2c1 | -5 | 0 | 0.5 | 8 | -16 | -2 | 3 | 1 | 0.0
Cc1cccc(Oc2nc(-c3ccccn3)nc3ccccc23)c1 | 12 | 14 | -0.3 | -20 | 15 | -8 | -3 | -5 | 0.3
CC(C)(C)n1nc2c(c1NC(=O)c1ccccc1F)CS(=O)C2 (configuration not stated) | 25 | 1 | -0.7 | nt | -19 | 19 | -1 | -6 | 0.2
O=c1cc(O)nc(-c2ccccc2)s1 | 2 | 2 | 1.3 | 3 | -9 | -4 | -19 | 3 | -2.0
CCCS(=O)(=O)N1CC(=O)N(c2ccc(C)cc2C)C(C)(C(=O)NC2CCCCCC2)C1 (configuration not stated) | -17 | -2 | -0.6 | -10 | nt | -21 | 1 | 1 | 0.1
O=C(NCCCn1ccnc1)c1cc(-c2cccnc2)nc2ccc(Br)cc12 | 10 | 1 | -0.4 | 19 | -36 | 7 | -10 | -10 | 0.4
COc1ccc(NC(=O)COC(=O)c2cc(OC)c(OC)c(OC)c2)c([N+](=O)[O-])c1 | 14 | 2 | -0.8 | 20 | -1 | 4 | -12 | -4 | 0.4
CCOc1ccccc1N1CC(C(=O)N(Cc2nnc(-c3ccccc3Cl)o2)C2CC2)CC1=O (configuration not stated) | 14 | 1 | 0.0 | -3 | -11 | 5 | -7 | -8 | 0.6
COc1cccc(NC(=O)CNS(=O)(=O)c2ccc(Cl)cc2)c1 | nt | 9 | 0.3 | -3 | nt | -7 | -3 | -7 | nt
Cn1c(SCc2ccc(C#N)cc2)nnc1-c1ccncc1 | 16 | -3 | 0.2 | 1 | 6 | 10 | -10 | -7 | 0.6
COc1ccc(S(=O)(=O)N2CCN(C(=O)CSC(=S)N3CCCC3)CC2)cc1 | -9 | 2 | 0.3 | -5 | 12 | -1 | 10 | -10 | 0.5
Cc1ccc(Cl)cc1NC(=O)Cn1c(=O)n(Cc2ccc(C(=O)NCc3ccc4c(c3)OCO4)cc2)c(=O)c2ccccc21 | -10 | 0 | 2.2 | nt | nt | -6 | -10 | -1 | nt
O=C(O)C1C2C=CC(O2)C1C(=O)Nc1ccc(S(=O)(=O)Nc2ccccc2)cc1 (configuration not stated) | -2 | -2 | 0.9 | 21 | 2 | 4 | 11 | -9 | -0.2
Cc1nnsc1C(=O)NNC(=O)Nc1ccccc1 | 14 | 1 | 0.0 | -4 | -8 | 4 | 1 | -4 | 0.8
Cc1ccccc1OC(=O)CSc1nnc(-c2ccc3c(c2)OCO3)o1 | 1 | -1 | -0.1 | -24 | nt | -3 | 7 | -2 | -0.8
COc1cc2oc(=O)c(CC(=O)N3CCCCC3)c(C)c2cc1OC | -6 | 3 | 0.6 | 14 | nt | 6 | -8 | 1 | 0.8
Cn1c(=O)c2cc(S(=O)(=O)N3CCN(c4cccc(C(F)(F)F)c4)CC3)ccc2n(C)c1=O | -18 | 8 | -0.4 | -6 | 10 | -8 | 2 | 4 | 0.1
N#C/C(=C\c1cn(Cc2cccc(F)c2)c2ccccc12)C(=O)NCc1ccco1 | 0 | 2 | 1.2 | 17 | -15 | 4 | 3 | -12 | -0.2
CC1CCCN(C(=O)CN(C)S(=O)(=O)c2ccc3c(c2)c(=O)n(C)c(=O)n3C)C1 (configuration not stated) | 3 | 2 | -0.6 | 8 | 0 | 3 | -26 | 3 | 0.6
CCOC(=O)c1ccc(NC(=O)Nc2ccc3c4c(cccc24)C(=O)N3CC)cc1 | -3 | 5 | 2.1 | -19 | 1 | 8 | -5 | -2 | 0.7
O=C(CCCN1C(=O)/C(=C/c2cccs2)SC1=S)NNC(=O)c1ccccc1O | 1 | 2 | -0.4 | 4 | -8 | 7 | -22 | 4 | -0.2
Nc1cc(C(=O)OCC(=O)c2ccc(CC(=O)N3CCOCC3)s2)ccc1Cl | -7 | 6 | 1.3 | -3 | 28 | 1 | -15 | -4 | 0.5
CC(C)(C)NC(=S)Nc1cccc(C(F)(F)F)c1 | 9 | 31* | -1.1 | -3 | -4 | 8 | -1 | -9 | -1.7
COc1cccc(NC(=O)CN(C)C(=O)c2cc3c(s2)CCCCC3)c1 | -10 | 4 | -0.7 | -4 | -7 | -5 | -14 | 2 | 0.0
Cc1ccc(N2CC(C(=O)NCc3cccnc3)CC2=O)cc1 (configuration not stated) | -7 | 2 | 0.2 | -15 | -19 | -10 | -13 | 1 | -0.4

Single records, as listed above:
CC(C)(C)n1nc2c(c1NC(=O)c1ccccc1F)CS(=O)C2 (configuration not stated) as listed: D2 potentiator: 25; D1 agonist: 1; TRHR agonist: -0.7; RXFP1 antag: nt; D2 antag: -19; TRHR enhancer: 19; D1 antag: -1; D1 potentiator: -6; D2 agonist: 0.2
Cc1nnsc1C(=O)NNC(=O)Nc1ccccc1 as listed: D2 potentiator: 14; D1 agonist: 1; TRHR agonist: 0.0; RXFP1 antag: -4; D2 antag: -8; TRHR enhancer: 4; D1 antag: 1; D1 potentiator: -4; D2 agonist: 0.8

Exported in CSV form: entries from further up.
SMILES,D2 potentiator,D1 agonist,TRHR agonist,RXFP1 antag,D2 antag,TRHR enhancer,D1 antag,D1 potentiator,D2 agonist
COc1cccc(NC(=O)CNS(=O)(=O)c2ccc(Cl)cc2)c1,nt,9,0.3,-3,nt,-7,-3,-7,nt
Cn1c(=O)c2cc(S(=O)(=O)N3CCN(c4cccc(C(F)(F)F)c4)CC3)ccc2n(C)c1=O,-18,8,-0.4,-6,10,-8,2,4,0.1
COc1cc2oc(=O)c(CC(=O)N3CCCCC3)c(C)c2cc1OC,-6,3,0.6,14,nt,6,-8,1,0.8
COc1ccc(S(=O)(=O)N2CCN(C(=O)CSC(=S)N3CCCC3)CC2)cc1,-9,2,0.3,-5,12,-1,10,-10,0.5
Cc1ccc2nc(-c3cccc(N)c3)oc2c1,-5,0,0.5,8,-16,-2,3,1,0.0

(cont.)
SMILES | D2 potentiator | D1 agonist | TRHR agonist | RXFP1 antag | D2 antag | TRHR enhancer | D1 antag | D1 potentiator | D2 agonist
O=C(NCCc1ccccc1)/C(=C\c1ccc([N+](=O)[O-])cc1)NC(=O)c1ccco1 | 5 | 6 | -0.5 | -22 | 7 | -9 | -38* | -3 | -0.1
O=C(CN1C(=O)NC2(CCCC2)C1=O)Nc1nc(-c2ccccc2)cs1 | nt | 2 | 1.1 | -12 | nt | -2 | -14 | -6 | nt
Cc1ccc2cc(NC(=O)CC(CC(=O)O)c3ccccc3)ccc2n1 (configuration not stated) | -6 | 1 | 0.3 | -7 | 8 | 3 | 2 | -6 | 0.1
COc1cc(OC)c(OC)cc1CNC(=O)c1cc(=O)c2ccccc2o1 | -3 | 2 | -0.1 | 4 | -3 | 8 | 13 | 1 | -1.5
COc1ccc([N+](=O)[O-])cc1C(=O)C(=O)c1ccccc1 | 18 | 2 | -0.7 | 6 | -4 | 33* | -10 | -1 | -1.0
Cc1cc(Br)ccc1NC(=O)CNC(=O)c1cnn(C)c1 | -5 | 2 | 0.0 | -1 | -36 | -2 | 14 | -5 | 0.2

Screening results: PubChem, National Center for Advancing Translational Sciences (NCATS)
